# HTT aggregate: qHTS Multiplex Assay to Identify Dual Action Probes in a Cell Model of Huntington: Aggregate Formation (GFP). 220,000 compounds, 1.1% hits. PC12 HttQ103-GFP aggregates, Acumen cytometry, 40 h. Potency, µM (titrated, usually from 46.1 µM), for inactives: at the top dose activity change, negative = inhibition, usual class: inhibitors. AID 1688, 2009; further: potency means the concentration at half of the fitted maximal effect; on the % scale 0 is the no-effect control and ±100 the full control effect; nearly all actives have a fitted effect of over 60% in size
#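 Aggregates are detected as GFP objects 1–25 µm with signal 6 STDEV over background in lysates of induced PC12 cells. These carry Huntingtin exon 1 with 103 glutamines fused to GFP under an ecdysone promoter; compounds titrated.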
# IMPase Li cell: qHTS Assay for Identifying the Cell-Membrane Permeable IMPase Inhibitors: Potentiation with Lithium | CHO-M1 cells, IP1 TR-FRET (IP-One), carbachol + lithium | Potency, µM (titrated, usually from 59.4 µM), inactives show at the top dose activity, negative = IMPase inhibition, most hits filed as inhibitors | 210,000 compounds, 0.35% hits | AID 1457, 2008;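 further: IP1 builds up when IMPase is blocked and the TR-FRET signal falls; potency means the concentration at half of the fitted maximal effect; plate controls were basal vehicle for no effect and high inhibitor control for full effect; nearly all actives have a fitted effect of over 50% in size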
#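 Test compounds were applied to CHO-M1 cells previously cultured for 16–30 h at 2000 per well. A small lithium amount accompanied them; after 30 min at 37C, IP1 was quantified by TR-FRET.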
# L3MBTL1 block: qHTS Assay for the Inhibitors of L3MBTL1; 230,000 compounds, 0.66% hits; AlphaScreen L3MBTL1–H3K9me1 peptide binding; Potency, µM (doses to about 57.1 µM), for inactives: at the highest dose activity, negative = inhibition, actives largely listed as inhibitors; AID 485360, 2010; further: potency means the concentration at half of the fitted maximal effect; on the % scale 0 is the no-effect control and ±100 the full control effect; nearly all actives have a fitted effect of over 60% in size
#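 AlphaScreen assay: L3MBTL1 (50 nM final) was preincubated 30 min at room temperature with biotinylated H3(1-15)K9me1 peptide (75 nM final), then 30 min with library compounds; streptavidin donor and nickel chelate acceptor beads (10 ug/mL final) added, 30 min dark.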
# CBFb-RUNX1 inh: qHTS Assay for Compounds Blocking the Interaction Between CBF-beta and RUNX1 for the Treatment of Acute Myeloid Leukemia. Runt-related transcription factor 1 (Homo sapiens) + Core-binding factor subunit beta …. AlphaScreen CBFb-His/RUNX1-biotin binding, biochemical. Potency, µM (highest dose often 59.8 µM), without a hit: at the highest dose activity, negative = inhibition, hits mostly inhibitors. 230,000 tested, under 10 active; further: % of control where 0% means no effect
# Target sequence (Q01196 whole entry, looked up): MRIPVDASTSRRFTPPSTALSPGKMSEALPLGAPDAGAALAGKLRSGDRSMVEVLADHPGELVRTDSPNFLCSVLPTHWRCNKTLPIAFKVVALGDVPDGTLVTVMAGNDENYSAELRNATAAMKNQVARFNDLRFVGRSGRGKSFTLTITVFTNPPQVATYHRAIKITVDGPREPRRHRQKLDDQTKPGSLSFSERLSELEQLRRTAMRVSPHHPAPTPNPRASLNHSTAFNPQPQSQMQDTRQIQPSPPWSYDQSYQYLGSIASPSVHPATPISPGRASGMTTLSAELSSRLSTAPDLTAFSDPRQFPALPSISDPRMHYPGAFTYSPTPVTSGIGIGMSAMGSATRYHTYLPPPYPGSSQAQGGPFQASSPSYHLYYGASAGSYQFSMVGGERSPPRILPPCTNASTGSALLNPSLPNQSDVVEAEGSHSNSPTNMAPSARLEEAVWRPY
# Target sequence (Q13951 whole entry, looked up): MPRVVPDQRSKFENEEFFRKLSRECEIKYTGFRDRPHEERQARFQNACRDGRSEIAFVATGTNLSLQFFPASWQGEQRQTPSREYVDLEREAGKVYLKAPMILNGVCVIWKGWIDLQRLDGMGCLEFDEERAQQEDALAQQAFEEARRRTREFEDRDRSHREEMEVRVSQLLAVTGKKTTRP
#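 CBFb-His/RUNX1-biotin, 30 nM each, preincubated 20 min RT; compound 15 min RT; Ni + streptavidin beads 50 ng each, 90 min RT; AlphaScreen read.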
# Luc counter: Counterscreen for Luciferase (Kinase-Glo TM) Inhibition | Luciferin 4-monooxygenase (Photuris pensylvanica), Q27757 | Kinase-Glo luciferase, ATP luminescence, 8 min | Potency, µM (highest dose often 38.3 µM), inactives show top-dose activity change, negative = inhibition, hits mostly inhibitors | 200,000 compounds, 0.28% hits | AID 1379, 2008; further: potency means the concentration at half of the fitted maximal effect; on the % scale 0 is the no-effect control and ±100 the full control effect; nearly all actives have a fitted effect of over 60% in size
#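 Compounds were added to a substrate mix at pH 7.2 (50 mM imidazole, 10 uM ATP, within the enzyme's linear range), followed by Kinase-Glo detection reagent; luminescence was measured after 8 minutes at ambient temperature.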
# Epigenetic reg: Quantitative High-Throughput Screen for Regulators of Epigenetic Control. murine LDR cells, GFP reporter derepression, 30 h. Potency, µM (top dose mostly 53.9 µM), for the others: at the top dose GFP activation, hits mostly activators. 280,000 compounds, 0.2% hits. AID 1865, 2009; further: potency means the concentration at half of the fitted maximal effect; % of control where 0% means no effect; nearly all actives have a fitted effect of over 60% in size
#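 GFP-positive cell count by laser-scanning cytometry (objects 20–120 um) after 30 h, 37 C compound exposure of murine LDR cells; reporter is CMV-GFP integrated at a silenced locus, inducible by HDAC or DNMT inhibitors.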
# NPSR antagonist: qHTS Assay for Antagonists of the Neuropeptide S Receptor: cAMP Signal Transduction; AID 1461, 2008; 220,000 compounds, 1% hits; CHO-NPSR cells, cAMP TR-FRET, antagonist mode; Potency, µM (top dose mostly 38.3 µM), inactives show top-dose activity change, negative = inhibition, usual class: inhibitors; Q6W5P4; further: potency means the concentration at half of the fitted maximal effect; on the % scale 0 is the no-effect control and ±100 the full control effect; nearly all actives have a fitted effect of over 50% in size; many of its hits are not listed in these tables
# Target sequence (Q6W5P4 whole entry, looked up): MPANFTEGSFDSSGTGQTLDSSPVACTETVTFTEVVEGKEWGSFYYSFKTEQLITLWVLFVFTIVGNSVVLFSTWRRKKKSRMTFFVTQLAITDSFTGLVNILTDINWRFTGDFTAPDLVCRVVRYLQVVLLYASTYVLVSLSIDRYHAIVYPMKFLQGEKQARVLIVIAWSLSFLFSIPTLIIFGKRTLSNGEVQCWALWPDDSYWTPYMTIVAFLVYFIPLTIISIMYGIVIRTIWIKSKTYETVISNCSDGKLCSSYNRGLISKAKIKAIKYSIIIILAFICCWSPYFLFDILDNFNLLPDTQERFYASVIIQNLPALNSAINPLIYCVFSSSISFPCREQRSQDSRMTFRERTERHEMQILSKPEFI
# * marks the source's active call; other numbers are inactive results; ? = inconclusive; . = not tested or not shown; & = joins results of further samples; [ ] = another dose, or the depositor's remark. The call rests on the fitted dose curve; in most records, active means well fitted curve in the direction sought with a large enough effect; inconclusive means small, poorly fitted or top-dose-only effect, or another doubt; inactive means no such curve, though single readings can be large; an effect the other way counts as inactive or inconclusive. Not all compounds are listed. The share of hits here may be higher or lower than overall.
# The line under a structure holds: HTT aggregate	IMPase Li cell	L3MBTL1 block	CBFb-RUNX1 inh	Luc counter	Epigenetic reg	NPSR antagonist
- COc1ccc(C(C[N+](=O)[O-])n2nc(C)cc2C)cc1 (stereo unspecified)
    1%	11%	7%	-21%	-4%	13µM*	-16%
- CCN(CC)CCNC(=O)c1cc(S(C)(=O)=O)ccc1OC
    16%	-5%&7%&4%&0%	-5%	10%	-3%	-3.0%	10%
- CN(C)S(=O)(=O)c1cccc(NC(=S)Nc2cccc3cnccc23)c1
    ?	.	-17%	?	.	0.2%	14%
- COCCn1nnnc1C(c1ccc(OC)cc1)N1CCC(C)CC1 (stereo unspecified)
    -8%	16%[38.3 µM]	.	0%	0%	-1.0%	-6%[46.1 µM]
- CCN(CC)S(=O)(=O)c1ccc(NC(=O)c2cccnc2Cl)c(NC(=O)c2cccnc2Cl)c1
    ?	14%	7%	1%	1%	-0.3%	-57%
- COc1cc(Br)c(CCNC(=O)c2ccco2)cc1OC
    7%	6%	-5%[11.4 µM]	4%	3%	0.9%	5%
- O=C(NCCC1=CCCCC1)c1cc(-c2ccccn2)nc2ccccc12
    -16%	?	-14%	0%	-4%	-2.2%	-16%
- O=C(NCc1ccc2c(c1)OCO2)c1c(F)c(F)c(F)c(F)c1F
    -13%	10%[38.3 µM]	.	2%	2%	-1.0%	-7%[46.1 µM]
- CC(=O)Oc1ccc(/C=N/NC(=O)CCSc2ccccc2)cc1
    -11%	11%	.	-1%	8%	3.1%	16%
- O=C1OC(c2ccccc2)/C(=C(/O)c2ccccc2)C1=O (stereo unspecified)
    -6%	?	.	-5%	2%	1.5%	10%[46.1 µM]
- Cc1ccc(N2CCN(C(=O)c3ccccc3NC(=O)/C=C\C(=O)O)CC2)cc1
    14%	-18%[38.3 µM]	1%	0%	-2%	0.0%	?
- CC(/C=C1\SC(=O)N(CC(=O)Nc2cccc(O)c2)C1=O)=C\c1ccccc1
    -3%	3%	-8%	-6%	3%	0.0%	?
- Cc1sc2nc3n(c(=O)c2c1C)CCCCC3
    7%	6%	3%	2%	0%	-1.0%	7%[46.1 µM]
- CCCCn1nnnc1NCc1cccc(OC)c1OC
    -3%	-18%[38.3 µM]	4%	1%	1%	-0.7%	-5%[46.1 µM]
- CCOc1ccc(NC(=O)C(=O)N/N=C/c2cccnc2)cc1
    -6%[9.22 µM]	.	.	10%	.	0.0%	11%
- Cc1csc(SCc2ccccc2C(=O)O)n1
    7%	2%[38.3 µM]	4%	10%	-2%	0.2%	1%[46.1 µM]
- O=C(NCc1ccc(Cl)cc1)c1ccc(OCC2CCCO2)cc1 (stereo unspecified)
    7%	0%	2%	6%	13%	-0.6%	6%
- O=C(N/N=C/c1ccc(Cl)c([N+](=O)[O-])c1)C1CC1
    -6%	2%	10%	9%	2%	2.1%	-12%
- CN1c2ccccc2-c2nc3ccccc3n2C1c1cccs1 (stereo unspecified)
    22%	-4%	51%[activator]	?	1%	-1.9%	-49%
- COc1ccc(/C=C/C(=O)N(C)C2CCS(=O)(=O)C2)cc1OC (stereo unspecified)
    22%	26%	6%	-7%	2%	1.1%	12%
- Cc1cc(C)n(-c2cc(C(C)(C)C)nc3c(-c4ccccc4)cnn23)n1
    1%[9.22 µM]	.	9%	10%	.	-1.0%	?
- COc1ccc(C)cc1S(=O)(=O)N(C)CC(=O)Nc1ccccc1
    -2%	10%	6%	15%	3%	-1.0%	-9%[46.1 µM]
- O=C1c2ccccc2NC2(CCCCC2)N1c1ccc(O)cc1
    -2%	8%[38.3 µM]	2%[11.4 µM]	2%	-4%	-2.1%	-1%[46.1 µM]
- COc1ccccc1-c1nnc(-c2ccc(N3CCOCC3)cc2)o1
    -12%	-23%	0%	4%	6%	-1.2%	0%[46.1 µM]
- Cc1cc(NC(=O)CSc2nnc(-c3cccnc3)n2C2CCCCC2C)no1 (stereo unspecified)
    1%[9.22 µM]	-14%[38.3 µM]	.	1%	5%	1.4%	-13%[46.1 µM]
- CCOC(=O)N1CC=C2C(C#N)=C(N)C(C#N)(C#N)[C@H](c3ccccc3OCC)[C@H]2C1
    -17%	12%[38.3 µM]	.	5%	-5%	5.1%	8%[46.1 µM]
- CN(C1CCCCC1)S(=O)(=O)c1ccc(NC(=O)CCC(=O)O)cc1
    -11%	-10%	5%	0%	-2%	7.0%	-7%[46.1 µM]
- CC(C)N(Cc1nc(-c2ccc(Cl)cc2)no1)C(=O)CCCN1C(=O)c2ccccc2C1=O
    -19%	0%[38.3 µM]	5%	-2%	1%	0.0%	-27%[46.1 µM]
- O=C1C=C(Nc2ccccc2)CC(c2ccccc2)C1 (stereo unspecified)
    -16%	4%	.	3%	0%	2.4%	-18%
- O=C(COC(=O)c1ccc(S(=O)(=O)Nc2ccccc2)cc1)NCc1ccco1
    10%[9.22 µM]	-11%[38.3 µM]	.	-1%	6%	-1.5%	-12%[46.1 µM]

# The line under a structure holds: HTT aggregate	IMPase Li cell	L3MBTL1 block	CBFb-RUNX1 inh	Luc counter	Epigenetic reg	NPSR antagonist
- O=c1[nH]c2ccccc2c(O)c1Cc1ccccc1
    14%[9.22 µM]	3%	0%	1%	-3%	-0.1%	-6%
- COC(C[C@H](O)C[C@@H](O)[C@H](C)OCc1ccccc1)OC
    13%[9.22 µM]	.	.	17%	.	-1.5%	14%
- CC1CCCCN1c1nc2nonc2nc1N1CCCCC1C (stereo unspecified)
    5%	23%	-10%	11%	-4%	-2.4%	-25%[46.1 µM]
- Cc1c(O)cccc1C(=O)N[C@@H](CSc1ccccc1)[C@H](O)CN1C[C@H]2CCCC[C@H]2C[C@H]1C(=O)NC(C)(C)C
    -24%	7%&21%	.	5%	-1%[39.9 µM]	11%	.
- CCC1COC(c2cccn2Cc2ccccc2Cl)=N1 (stereo unspecified)
    31%	16%	15%	1%	-1%	-1.3%	-58%
- N#CC(C#N)=C1CCc2ccccc2N1
    14%	0%	6%	3%	0%	?	-11%[46.1 µM]
- COc1ccc(/C=C2\N=C(SC)NC2=O)cc1
    2%	18%[38.3 µM]	.	7%	-6%	-0.7%	-14%[46.1 µM]
- O=C(NCc1ccc2c(c1)OCO2)c1ccc(COc2cc(Cl)ccc2Cl)o1
    ?	26%[38.3 µM]	.	-2%	-1%	-1.5%	?
- CC1(C)Cc2ccccc2/C(=C/C(=O)N2CCCCCC2)N1
    13%	48%[activator][38.3 µM]	.	-9%	-2%	0.1%	7.9µM*
- Cc1ccc(C)c(S(=O)(=O)C(C#N)c2nc3ccccc3nc2N2CC(C)OC(C)C2)c1 (stereo unspecified)
    ?	21%[38.3 µM]	-10%	12%	1%	-9.5%	-18%[46.1 µM]
- CCNC(=S)Nc1ccc(S(=O)(=O)Nc2cc(C)nc(C)n2)cc1
    10%	0%	-2%	-7%	0%	-2.9%	10%
- O=C1CCCS(=O)(=O)c2ccccc21
    2%[9.22 µM]	-1%	7%	1%	-3%	3.1%	-9%
- Cc1ccc(N2CCCn3c2nc2c3c(=O)n(CCN3CCOCC3)c(=O)n2C)cc1
    11%	1%[38.3 µM]	9%	0%	0%	-0.7%	-11%[46.1 µM]
- O=C(Nc1ccc(N2CCN(C(=O)c3ccc(Cl)cc3)CC2)cc1)c1cc2ccccc2o1
    2%	58%[activator][38.3 µM]	.	-2%	-1%	0.8%	-9%[46.1 µM]
- O=C1c2ccccc2C(=O)N1CC(O)Cn1nnc2ccccc21 (stereo unspecified)
    -9%	0%	-4%	-1%	0%	-2.2%	17%[46.1 µM]
- CCOc1ccc(Cn2c(O)cc(=O)[nH]c2=O)cc1
    9%	4%	-16%	5%	-1%	-2.0%	-1%[46.1 µM]
- COCCCNC(=O)COc1cc(C)c(Cl)c(C)c1
    -3%	-7%[38.3 µM]	1%	7%	-3%	-1.2%	5%[46.1 µM]
- CC(=O)N[C@@H](Cc1c[nH]c2ccccc12)C(=O)OCC(=O)Nc1ccc(S(=O)(=O)N(C)C)cc1
    16%	-1%	2%	11%	-3%	3.9%	0%
- CCOc1ccc(/C=N/OCC(=O)NCc2ccco2)cc1
    -1%	6%	17%	-6%	-3%	0.2%	9%
- O=C(NCC1CCCO1)C(c1cccnc1)N(C(=O)Cc1cccs1)c1ccccc1 (stereo unspecified)
    5%	0%[38.3 µM]	-2%	4%	-12%	2.1%	2%[46.1 µM]
- Fc1c(F)c(F)c(N=Cc2ccc3ncccc3c2)c(F)c1F
    -1%	-14%	-8%	-17%	-3%	-1.9%	5%
- O=C1c2cccc3cccc(c23)N1CN1CCN(c2ccccn2)CC1
    -5%	2%[38.3 µM]	7%	13%	3%	5.8%	19%[46.1 µM]
- CCOc1ccc(C/C(O)=C2\C(=O)CC(C)(C)CC2=NCC(=O)O)cc1OCC
    10%	-4%	.	0%	4%	-5.2%	13%
- CCCc1nc2ccccc2c(C(=O)OCC(=O)Nc2cccc(S(=O)(=O)N3CCOCC3)c2)c1CC
    -26%[9.22 µM]	-3%[38.3 µM]	-7%	-11%	0%	-0.4%	-16%[46.1 µM]
- Cc1cc(NCCCn2ccnc2)n2nc(-c3ccc(F)cc3)cc2n1
    -10%	-4%	0%	3%	-5%	-3.9%	-22%[46.1 µM]
- COCC(=O)N(Cc1cc2cc(OC)ccc2[nH]c1=O)c1ccccc1OC
    18%	13%[38.3 µM]	-3%	14%	-3%	-1.6%	-15%[46.1 µM]
- COc1ccc(CCNC(=O)c2cccc(S(=O)(=O)N3CCCCC3)c2)cc1
    -14%	5%	3%	12%	7%	-0.4%	-5%
- O=C(Nc1ccc(Cl)cc1)Nc1nnc(/C=C/c2ccccc2)s1
    5%[9.22 µM]	.	.	13%	.	-1.1%	6%
- Cc1c([C@@H]2C[C@H]3CN(Cc4cccc(Cl)c4)C(=O)[C@]34CCCN24)cnn1C
    -11%[9.22 µM]	13%	-5%	-3%	-2%	0.0%	43%
- O=C(Nc1cccc(F)c1)c1ccco1
    -2%[9.22 µM]	-5%	8%	4%	-3%	9.6%	0%
- COc1cc([N+](=O)[O-])ccc1NC(=O)/C=C\C(=O)O
    -6%	-1%	4%	5%	3%	1.6%	8%

# High-throughput results from PubChem BioAssay.
